From PubChem
RGS8-Gao – modulates binding of RGS8 to human Galphao; multiplexed bead flow cytometry; actives lie on both sides; P09471; response (percent of control binding), % at 10 µM; 0.34% of 220,000 active; AID 1423; in the data active = response below about 60% or above about 140%; inactive = in between;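 note: Galphao activated as the GDP aluminium fluoride complex binding bead-coupled RGS8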
RGS4-Gao reg – human RGS4-Galphao interaction regulation; P09471; Multiplexed bead flow cytometry, RGS4-Galphao binding; actives lie on both sides; binding response (% of control), % at 10 µM; 0.33% of 220,000 active; AID 1415; in the data active = binding response below about 49% or above about 150%; inactive = in between;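 note: fluorescent Galphao activated with aluminum fluoride binding bead-coupled RGS4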
Mcl-1 Bim block – human Bim-Mcl-1 interaction inhibition. 0.1% of 190,000 active. inhibition, % at 10 µM. Bead-based flow cytometry, Bim peptide-Mcl-1 binding;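 note: 0% = no compound tracer wells and 100% = peptide blocker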
Target sequence (Q07820 whole entry, looked up): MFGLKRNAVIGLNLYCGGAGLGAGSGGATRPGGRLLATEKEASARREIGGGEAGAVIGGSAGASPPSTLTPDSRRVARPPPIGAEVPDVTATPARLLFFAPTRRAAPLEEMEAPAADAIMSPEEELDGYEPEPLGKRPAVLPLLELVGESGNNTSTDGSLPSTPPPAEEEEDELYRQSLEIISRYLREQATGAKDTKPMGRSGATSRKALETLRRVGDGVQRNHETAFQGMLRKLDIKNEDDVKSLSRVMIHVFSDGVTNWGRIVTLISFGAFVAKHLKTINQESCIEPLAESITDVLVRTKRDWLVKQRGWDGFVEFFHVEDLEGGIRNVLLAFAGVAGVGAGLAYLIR
Bfl-1 Bim block – disrupts Bim binding to human Bfl-1; Q16548; Bead-based flow cytometry, Bim-Bfl-1 binding inhibition; inhibition, % at 10 µM; 0.12% of 190,000 active; AID 1008;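 note: 0% = wells without compound plus tracer and 100% = blocker peptide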
Bcl-W Bim block – inhibitors of Bim-Bcl-W interaction, human. inhibition, % at 10 µM. bead-based flow cytometry, Bim peptide-Bcl-W binding. 0.02% of 190,000 active. Q92843;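 note: 0% = bound tracer without compound and 100% = peptide blocker; higher means less fluorescent Bim peptide bound to Bcl-W beads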
Target sequence (Q92843 whole entry, looked up): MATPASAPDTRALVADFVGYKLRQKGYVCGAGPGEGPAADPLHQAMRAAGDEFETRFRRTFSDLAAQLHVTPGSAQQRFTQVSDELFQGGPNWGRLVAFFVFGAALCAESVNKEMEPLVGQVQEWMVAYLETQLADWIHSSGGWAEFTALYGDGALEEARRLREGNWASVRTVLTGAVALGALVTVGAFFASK
Bim-Bcl-2 – inhibitors of Bim-Bcl-2 interaction, human | P10415 | Bead-based flow cytometry, Bim peptide-Bcl-2 binding | inhibition, % at 10 µM | 0.06% of 190,000 active; in the data active = inhibition above about 40%; inconclusive = no clear call, values can overlap the other calls;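 note: 0% = no compound wells with probe peptide and 100% = reference peptide inhibitor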
RGS7-Gao – modulates binding of RGS7 to human Galphao | 0.35% of 220,000 active | binding response (% of control), % at 10 µM | Multiplexed bead flow cytometry; actives lie on both sides | AID 1439 | P09471; in the data active = binding response below about 49% or above about 150%; inconclusive = no clear call, values can overlap the other calls; inactive = in between;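 note: fluorescent Galphao held in activated GDP-AlF4 state binding bead-coupled RGS7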
GSH fluor – compound fluoresces at 488/530 nm on GSH beads; GSH beads flow cytometry, compound fluorescence 488/530 nm; active compounds read high; fluorescence (KMESF) at 10 µM; 0.25% of 190,000 active; in the data active = fluorescence above about 89;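 note: glutathione beads carrying GST-tagged Bcl family fusion proteins plus one bare bead set; values are compound well signal with DMSO vehicle wells as background; inactives centre near 16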
Bim-Bcl-B – inhibitors of Bim-Bcl-B interaction, human | Q9HD36 | bead-based flow cytometry, Bim peptide-Bcl-B binding | inhibition, % at 10 µM | 0.073% of 190,000 active | AID 951;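 note: 0% = tracer peptide without compound and 100% = reference inhibitor peptide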
Target sequence (Q9HD36 whole entry, looked up): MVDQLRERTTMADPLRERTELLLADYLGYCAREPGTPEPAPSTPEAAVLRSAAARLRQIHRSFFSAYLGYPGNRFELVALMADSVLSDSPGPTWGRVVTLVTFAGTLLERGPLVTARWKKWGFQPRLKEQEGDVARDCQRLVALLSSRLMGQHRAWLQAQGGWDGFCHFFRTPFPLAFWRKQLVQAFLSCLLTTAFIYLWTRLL
Mcl1-Bid inh – disrupts binding of human Mcl-1 to Bid peptide; TR-FRET Mcl-1/Bid-Dy647 peptide binding, 1536-well; inhibition, % at 21.7 µM; 0.97% of 220,000 active; AID 1021;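 active = compounds that cut the binding signal by more than half at the single screening dose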;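 note: His-tagged Mcl-1 with europium anti-His antibody binding Bid BH3 peptide; 0% = Mcl-1 plus peptide wells and 100% = peptide-only wells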
Bim-Bcl-XL – disrupts Bim peptide binding to human Bcl-XL. Q07817. inhibition, % at 10 µM. 0.04% of 190,000 active. bead flow cytometry, fluorescence
Target sequence (Q07817 whole entry, looked up): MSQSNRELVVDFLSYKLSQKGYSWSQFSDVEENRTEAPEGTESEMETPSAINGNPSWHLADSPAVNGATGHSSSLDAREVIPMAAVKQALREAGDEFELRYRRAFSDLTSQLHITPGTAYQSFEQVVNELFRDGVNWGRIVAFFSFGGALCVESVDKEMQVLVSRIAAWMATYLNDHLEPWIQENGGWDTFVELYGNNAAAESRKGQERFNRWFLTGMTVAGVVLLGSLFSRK
Active calls of the source: *; ? = inconclusive; nt = no result given. Cut-off read from the data, not from the text of the source, unless noted: active = inhibition above about 40%.

Bim-Bcl-B	GSH fluor	RGS7-Gao	Bfl-1 Bim block	Mcl1-Bid inh	RGS8-Gao	Mcl-1 Bim block	Bcl-W Bim block	RGS4-Gao reg	Bim-Bcl-2	Bim-Bcl-XL	Compound
-9	11	90	-7	-2	101	-5	0	96	-4	-3	Cc1ccc(C)c(NC(=S)NC(NC(=O)Cc2ccccc2)C(Cl)(Cl)Cl)c1 (stereo not drawn)
-1	18	96	-16	-5	101	15	0	99	-3	-2	COc1cc(C(=O)NCCC(=O)NCCN2CCOCC2)cc(OC)c1OC
-9	10	103	-8	-2	102	-3	-2	98	-7	-2	O=C(C1CCN(S(=O)(=O)c2cnc[nH]2)CC1)N(CCc1ccccc1)Cc1ccccc1
-6	19	104	-3	-19	102	-5	-4	105	-2	-5	O=C(NCCc1ccccc1)c1ccc(=O)[nH]c1
-1	18	107	-3	0	105	0	-1	106	-1	2	O=C(C1=C[C@@H](C2CC2)C[C@@H](OCCCCO)O1)N1CCN(Cc2ccc3c(c2)OCO3)CC1
-2	31	94	-9	13	99	4	3	101	-9	0	COc1cc2c(cc1OC)C(c1ccc(-c3ccccc3Cl)o1)=NCC2
-7	19	106	-18	17	105	-4	-2	107	-8	-10	Cc1cc(C)n(-c2ccc(C(=O)OCc3ccccc3)cc2)n1
0	13	104	-1	3	103	0	1	105	-4	-4	CO/N=C/c1ccc(N2CCN(C(=O)c3cccc(C(F)(F)F)c3)CC2)c([N+](=O)[O-])c1
-2	14	101	-6	-54	98	-2	-5	99	-1	-1	CCc1ccccc1NC(=S)N(Cc1ccc(C(=O)O)cc1)Cc1ccc(OC)c(OC)c1
-4	16	103	-4	-15	107	-6	-7	104	-4	-7	O=C(CSc1nnc(COc2ccc(Cl)cc2)n1Cc1ccco1)c1ccccc1F
-7	14	97	-12	-3	99	-1	1	99	-10	-2	Cc1nc(-c2ccc(NC(=O)c3cccs3)cc2)cs1
-7	22	104	-13	-30	101	0	1	101	-10	-3	O=C(C1CCCN(S(=O)(=O)c2cccc3cccnc23)C1)N1CCc2ccccc21 (stereo not drawn)
-7	24	96	-15	-15	99	-4	0	99	-7	-9	Cc1ccc(C)c(S(=O)(=O)NCc2ccc(C(=O)N3CCN(C)CC3)cc2)c1
-3	12	102	-1	-57	101	-2	-1	103	-2	-6	CC(/C=C/c1ccc(N(C)C)cc1)=N/N=C1/NC(=O)CC(C(=O)Nc2ccc(Cl)cc2)S1 (stereo not drawn)
-1	20	103	-6	-5	105	2	0	104	2	-5	CC(C)CC(=O)N1CCC(O)(CS(=O)(=O)c2ccc(Cl)c(Cl)c2)CC1
-2	13	96	-9	46	103	0	-1	100	-3	-5	N#Cc1c(-c2cccs2)nc(SCc2ccc(Cl)cc2)[nH]c1=O
1	13	?	-1	-38	97	0	-2	94	0	-1	Cc1cccc(NC(=O)C23CCC(C)(C(=O)O2)C3(C)C)c1 (stereo not drawn)
-1	11	99	-2	6	102	-1	0	100	-3	-1	COc1cc([N+](=O)[O-])ccc1NC(=O)CCCOc1cccc(C)c1
-7	8	103	0	-30	100	-6	2	101	0	0	COc1cc(/C=N/NC(=O)c2cccc([N+](=O)[O-])c2)cc(OC)c1O
-5	19	104	-1	-23	106	0	-1	105	-6	-1	N#C/C(=C\c1ccccn1)c1nc2ccccc2s1
1	37	106	1	-11	107	0	-1	106	0	0	Cc1noc(C)c1COC(=O)CCc1nc2ccccc2c(=O)[nH]1
-1	9	103	0	-8	100	-3	-5	103	-2	-3	C=CCn1c(=NC(=O)c2cc(Cl)sc2Cl)sc2cc(S(N)(=O)=O)ccc21
-5	7	108	-4	8	113	7	0	111	0	0	COc1ccc2c(c1)[nH]c1c(=O)n(CCN3CCCC3)cnc12
0	22	110	1	-1	110	3	0	111	0	-1	CC(=O)Nc1ccc(N2C(=O)c3cccc(NC(C)=O)c3C2=O)cc1

An excerpt from above, limited to RGS4-Gao reg, GSH fluor and Mcl-1 Bim block.
mol,RGS4-Gao reg,GSH fluor,Mcl-1 Bim block
Cc1cccc(NC(=O)C23CCC(C)(C(=O)O2)C3(C)C)c1 (stereo not drawn),94,13,0
COc1cc([N+](=O)[O-])ccc1NC(=O)CCCOc1cccc(C)c1,100,11,-1
COc1cc(/C=N/NC(=O)c2cccc([N+](=O)[O-])c2)cc(OC)c1O,101,8,-6
N#C/C(=C\c1ccccn1)c1nc2ccccc2s1,105,19,0
Cc1noc(C)c1COC(=O)CCc1nc2ccccc2c(=O)[nH]1,106,37,0

Other compounds
Bim-Bcl-B	GSH fluor	RGS7-Gao	Bfl-1 Bim block	Mcl1-Bid inh	RGS8-Gao	Mcl-1 Bim block	Bcl-W Bim block	RGS4-Gao reg	Bim-Bcl-2	Bim-Bcl-XL	Compound
-3	22	104	-9	-30	103	-1	0	103	-8	-5	Cc1oc(-c2ccc(Cl)cc2)nc1CN1CCCC(C(=O)N2CCN(C(=O)c3ccco3)CC2)C1 (stereo not drawn)
0	11	104	-22	-5	106	-1	-3	107	-10	-3	CCC(=O)Nc1ccc(NC(=S)NC(=O)c2cc3ccccc3o2)cc1
5	14	102	-2	-31	102	8	8	102	4	3	CN1C(CC(=O)c2ccccc2)CCCC1CC(O)c1ccccc1 (stereo not drawn)
0	12	103	-3	-29	102	3	0	100	0	-3	CC(=O)NC(CCCCNC(=S)NC1CCCCC1)C(=O)O (stereo not drawn)
-4	26	101	-1	54*	105	-2	-4	104	-4	-1	COc1ccc2oc(-c3ccc(C)c(NC(=O)CSc4ccc(Cl)cc4)c3)nc2c1
-1	18	104	-6	4	105	4	2	105	-1	0	Cc1ccc2nc(-c3ccc(S(=O)(=O)N4CCOCC4)cc3)cn2c1
-5	7	105	0	-40	102	0	1	102	2	-3	O=C(Oc1cccc2cccnc12)c1ccc(N2C(=O)C3C4CCC(C4)C3C2=O)cc1 (stereo not drawn)
-9	15	100	-1	-9	107	-3	-6	102	-4	-7	O=C(NC1CCCCC1)C1Cc2ccccc2CN1S(=O)(=O)c1ccc(F)cc1 (stereo not drawn)
nt	47	104	nt	-2	112	nt	nt	108	?	nt	CCCC1(C(=O)OCC)NC(c2ccc(OC)cc2OC)C2C(=O)N(c3ccc4c(c3)OCCO4)C(=O)C21 (stereo not drawn)
-2	10	102	-5	-13	103	-2	-1	100	-2	-3	CC1(C)OC(C(=O)NC2CCCCC2)C(C(=O)NC2CCCCC2)O1 (stereo not drawn)
0	24	?	-3	-32	102	2	0	101	0	1	CCOc1ccc(NC(=O)N2CCC(n3nnc4ccccc43)CC2)cc1
-2	10	109	-9	-5	108	17	0	111	-1	-1	CC1CN(C(=O)C(C)Sc2nnnn2C)CC(C)O1 (stereo not drawn)
0	56	85	-4	-28	88	2	0	82	-2	-5	CCOC(=O)c1sc2c(c1C)c(=O)c(C(=O)OCC)cn2CC
-6	13	98	-8	-52	102	-1	-3	98	-4	-5	CCC(c1nnnn1Cc1ccccc1)N1CCN(c2ccc(OC)cc2)CC1 (stereo not drawn)
-1	11	99	-3	-108	106	0	0	106	-3	0	c1ccc(Cn2nnnc2C(c2cccnc2)N2CCN(c3ccccc3)CC2)cc1 (stereo not drawn)
-1	26	111	-1	9	100	0	-2	118	-5	-2	COc1ccc(/C=C/C(=O)Nc2nc(C)cc(C)n2)cc1OC
-3	13	?	-4	-34	104	0	1	100	1	-1	COc1ccc(OC)c(-c2csc(NC(=O)C3=NN(c4ccccc4)C(=O)CC3)n2)c1
-3	8	109	5	0	105	-5	-3	110	1	-6	Cc1cccc(C(=O)Nc2nnc(SCC(=O)Nc3ccc4c(c3)oc3ccccc34)s2)c1
-7	26	103	-16	-1	104	-3	0	105	-13	-17	CN(C)CC(=O)Nc1cc(C(F)(F)F)ccc1Cl
-12	26	108	-22	-12	102	-7	-6	107	-13	-15	O=C(CCC1CCCC1)NC1CCCCC1
-1	12	97	-3	1	98	-1	0	94	-3	-2	Cc1nc(Cl)c(C(=O)Nc2cccc(F)c2)c(C)c1Cl
2	19	105	2	-9	101	7	5	99	3	0	O=C(CCS(=O)(=O)Cc1ccccc1)Nc1ccc2c(c1)OCCO2
-10	10	99	-11	1	102	-1	0	100	-11	-4	CCC(C)NC(=O)N[C@@H](CCSC)C(=O)OC (stereo partly drawn)
3	13	97	-2	-48	99	-2	1	96	-1	-2	O=C(CCn1cccc1)NCCc1ccc(Cl)cc1
-3	10	96	-4	-9	102	2	1	102	0	2	COc1ccc(C)cc1NC(=O)COC(=O)c1ccc([N+](=O)[O-])o1
-1	15	97	-9	-5	110	-4	-3	110	-8	-5	Cc1ccc(N2N=C(c3ccc(Br)cc3)CCC2=O)cc1
-1	11	94	1	-56	98	1	1	96	0	-2	COc1ccc2nc(NC(=O)CSc3nnc(-c4ccoc4C)n3C)sc2c1
-1	13	89	5	-39	104	-2	0	98	-1	-3	COc1cccc(C(=O)c2c(C)c(CCC#N)n3ccccc23)c1
0	22	104	0	-22	106	0	-1	104	1	0	Cn1c(Cn2cnc3ccccc32)nnc1SCc1ccccc1
-6	9	96	1	-27	89	-6	-4	96	-4	-6	CCc1ccc(C(C(=O)NC2CCCC2)N(C(=O)/C=C/C(=O)Nc2cc(C)on2)c2ccccc2C)cc1 (stereo not drawn)
-4	14	101	-3	-51	99	-3	-2	99	-1	-3	COc1ccc(NCC(=O)Nc2ccc(Cl)cc2C)c(OC)c1
-7	38	96	-12	-2	103	-1	-1	101	-10	-20	O=C(Nc1ccc2c(c1)OCCO2)C1CCN(S(=O)(=O)c2cccs2)CC1
-4	17	100	2	-3	100	-2	0	98	0	-3	CCN(CC)CCCC(C)NC(=O)c1cccc(S(=O)(=O)N2CCc3ccccc32)c1 (stereo not drawn)
-12	33	101	-16	0	101	-4	0	101	-12	-1	CCn1c(SCC(=O)NC2CCCCC2)nnc1-c1cccs1
-2	26	105	-4	-2	101	0	0	103	0	-1	Cc1nc2oc3c(NCC4CCCO4)ncnc3c2c2c1COC(C)(C)C2 (stereo not drawn)
-2	22	104	-14	-16	100	1	2	101	-4	3	CCCn1nc(C(=O)Nc2cccc(C(=O)OC)c2)c2ccccc2c1=O
1	13	104	1	-14	96	-3	1	99	1	0	Cn1c(CCc2nc3ccccc3[nH]2)nnc1SCC#N
-8	32	94	-13	-11	99	0	0	97	-7	-2	Cc1cccc(-n2nnc(C(=O)N3CCc4ccccc4C3)c2N)c1
-7	19	103	-3	-22	101	-2	-4	103	-2	-4	C/C(CCN1CCCCc2nc(C)c(C)cc21)=N\O[C@H](C)c1cn([C@H](CO)Cc2ccccc2)nn1
-6	11	99	-8	-24	99	0	1	99	-10	-4	Cc1ccc(C2C3=C(CCCC3=O)Nc3nc(SCC(=O)NCc4ccco4)[nH]c(=O)c32)cc1 (stereo not drawn)
-21	8	102	7	-16	83	-8	-6	99	0	-8	CCOC(=O)c1c(NC(=O)c2cccnc2Cl)sc(C(=O)N(C)C)c1C
-8	11	107	-7	-22	103	-2	-3	104	-2	-3	CNS(=O)(=O)c1ccc(C(C)(C)C)cc1
-7	15	102	-11	-7	102	-3	0	101	-9	-3	CCCn1c(=O)c2ccccc2n2c(SCCOc3ccccc3F)nnc12
